# D2 antag – HTS Assay for Allosteric Antagonists of the Human D2 Dopamine Receptor: Primary Screen for Antagonists | HEK293 TREx D2 cells, calcium flux, dopamine EC80 | inhibition, % at 10 µM | 340,000 tested, 2% active; in the data active means inhibition above about 30%; further: 0% is about no effect
# Target sequence (P14416 whole entry, looked up): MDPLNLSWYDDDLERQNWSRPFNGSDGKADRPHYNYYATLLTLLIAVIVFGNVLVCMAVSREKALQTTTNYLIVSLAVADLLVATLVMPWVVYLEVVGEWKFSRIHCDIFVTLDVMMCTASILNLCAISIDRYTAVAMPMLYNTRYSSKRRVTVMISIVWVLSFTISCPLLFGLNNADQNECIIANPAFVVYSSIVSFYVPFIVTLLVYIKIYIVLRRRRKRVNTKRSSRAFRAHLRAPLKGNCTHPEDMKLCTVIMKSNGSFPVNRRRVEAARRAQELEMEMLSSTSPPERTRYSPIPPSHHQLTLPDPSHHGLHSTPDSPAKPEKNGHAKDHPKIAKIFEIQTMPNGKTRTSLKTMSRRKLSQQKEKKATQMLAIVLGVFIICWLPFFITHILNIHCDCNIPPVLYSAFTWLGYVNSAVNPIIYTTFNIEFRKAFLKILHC
#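 Cells plated overnight at 30 C with tetracycline; no-wash calcium dye, 30–90 min RT; 10 s baseline; compound pinned; 180 s read; EC80 dopamine added; another 180 s read.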
# Glioma ERSR ind – qHTS for Inducers of the Endoplasmic Reticulum Stress Response (ERSR) in Human Glioma: qHTS; 420,000 tested, 0.02% active; U87-MG GRP78 promoter luciferase reporter, 16 h; Potency, µM, inactives show at the highest dose activation, actives largely listed as activators; further: potency means the concentration at half of the fitted maximal effect; series mostly up to about 76 µM; % of control where 0% means no effect; nearly all actives have a fitted effect of over 35% in size
#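 ERSR induction read as luciferase luminescence (Bright-Glo, 10 min at room temperature) in stably transfected human U87-MG glioma cells exposed to compounds for 16 h, using GRP78 as sensor.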
# 12-LOX inh – Primary qHTS assay for inhibitors of human arachidonate 12S-lipoxygenase (ALOX12): Round 2 | AID 1671190, 2021 | purified 12hLO, xylenol orange hydroperoxide absorbance | Potency, µM (series often up to 108 µM), for the others: at the top dose activity change, negative = inhibition, most hits filed as inhibitors | 580,000 tested, 1.1% active | Polyunsaturated fatty acid lipoxygenase ALOX12 (Homo sapiens), P18054; further: potency means the concentration at half of the fitted maximal effect; on the % scale 0 is the no-effect control and ±100 the full control effect
# Target sequence (P18054 whole entry, looked up): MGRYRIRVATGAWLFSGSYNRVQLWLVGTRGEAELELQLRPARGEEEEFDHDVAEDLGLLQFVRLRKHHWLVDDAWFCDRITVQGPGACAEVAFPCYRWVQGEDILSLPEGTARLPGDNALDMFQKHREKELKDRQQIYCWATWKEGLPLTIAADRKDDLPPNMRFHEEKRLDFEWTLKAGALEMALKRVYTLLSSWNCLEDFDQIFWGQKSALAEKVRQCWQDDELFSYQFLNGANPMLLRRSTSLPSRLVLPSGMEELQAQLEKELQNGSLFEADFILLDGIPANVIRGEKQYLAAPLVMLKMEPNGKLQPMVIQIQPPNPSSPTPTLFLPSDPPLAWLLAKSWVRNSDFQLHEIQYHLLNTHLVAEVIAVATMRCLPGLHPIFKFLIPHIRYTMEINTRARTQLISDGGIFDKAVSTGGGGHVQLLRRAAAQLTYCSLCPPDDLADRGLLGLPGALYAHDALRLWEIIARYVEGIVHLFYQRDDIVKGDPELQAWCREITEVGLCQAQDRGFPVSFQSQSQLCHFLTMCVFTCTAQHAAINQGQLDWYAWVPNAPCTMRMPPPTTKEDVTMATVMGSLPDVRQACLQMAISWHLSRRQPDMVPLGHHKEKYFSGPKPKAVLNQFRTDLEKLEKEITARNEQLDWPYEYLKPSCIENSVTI
#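 Purified human 12hLO (150 nM final) in 25 mM Hepes, 0.01% Triton X-100, pH 7.0 was preincubated 15 min at room temperature with compound. Then 40 uM arachidonic acid was added, 30 min. Hydroperoxide was read by Fe-XO absorbance ratio 573/405 nm.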
# Vif-A3G inh – qHTS for Inhibitors of Vif-A3G Interactions: qHTS. DNA dC->dU-editing enzyme APOBEC-3G (Homo sapiens), Q9HC16. HeLa A3G-eYFP + Vif (tagged APOBEC3G with the HIV-1 protein that degrades it), YFP fluorescence, overnight. Potency, µM (titrated, usually from 46.1 µM), without a hit: at the highest dose activity, negative = active, hits mostly inhibitors. 410,000 tested, 0.076% active. AID 602310, 2012;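 further: potency means the concentration at half of the fitted maximal effect; on the % scale 0 is the no-effect control and ±100 the full control effect; nearly all actives have a fitted effect of over 60% in size; hits raise eYFP signal because A3G escapes Vif-driven loss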
#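 Read-out is eYFP fluorescence (Ex 488/Em 500-530) from Vif-expressing HeLa A3G-eYFP cells; more signal means A3G escaped Vif-mediated degradation. Cells plated overnight, compound pinned in, incubated overnight at 37 deg C.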
# LDHA block – qHTS assay for inhibitors of human lactate dehydrogenase | purified LDHA, NADH/diaphorase-resazurin fluorescence; stronger effect = lower value | activity change, % (values are at about 110 or 230 µM) | 480,000 tested, 0.15% active; in the data active means activity change below about -30%; inconclusive means mostly about -25% to -30%;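 further: plate controls were DMSO wells for no effect and wells without enzyme for full effect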
#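 Resorufin fluorescence (ex540/em590), read at 0 and 20 min after diaphorase/resazurin addition, reports the NADH left after a 5 min room-temperature reaction of 2 nM human LDH5 with 0.06 mM NADH and 0.2 mM pyruvate.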
# RGS4 inhibitor – Inhibitors of Regulator of G Protein Signaling (RGS) 4: qHTS | Transcreener GDP fluorescence polarization, RGS4-accelerated GTP hydrolysis | Potency, µM (top dose mostly 114 µM), for inactives: at the top dose activity change, negative = inhibition, usual class: inhibitors | 390,000 tested, 0.039% active; further: potency means the concentration at half of the fitted maximal effect; on the % scale 0 is the no-effect control and ±100 the full control effect; nearly all actives have a fitted effect of over 75% in size; some results filed as inactive show a strong effect at the top dose
#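 MLSMR compounds (23 nl, pin-transferred) preincubated 10 min at room temperature with a 500nM (2x) first reagent, then RGS4 at 900nM (2x) plus Transcreener GDP mix added; fluorescence polarization (620/688 nm) read before and after 90 min at 30 °C.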
# ERG-DNA inh – qHTS for Small Molecule Inhibitors of the ERG Ets/DNA interaction | Transcriptional regulator ERG (Homo sapiens), P11308 | Potency, µM (doses to about 76.9 µM), for inactives: at the highest dose FP activity, negative = inhibition, most hits filed as inhibitors | fluorescence polarization, His-ERG Ets domain / labelled DNA | 370,000 tested, 0.028% active; active means well fitted inhibition curve with a large enough effect in the polarisation, with a control signal flat; inconclusive means small, poorly fitted or top-dose-only effect, or effect the other way, or a change in a side signal; inactive means no such curve, though single readings can be large or run the other way; the % refers to the polarisation;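 further: polarization taken with two DNA probes labelled with fluorescein and Texas red; potency means the concentration at half of the fitted maximal effect; % of control where 0% means no effect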
#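 His-tagged ERG Ets domain (1 uM in the protein solution; 300mM KCl, 50mM Tris-HCl, 1mM EDTA, 1mM DTT, pH 7.5) received compound, then a probe mix of 5 nM fluorescein-DNA and 100nM Texas-615-DNA. Fluorescence polarization was read for both dyes.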
# Vif-APOBEC3F blk – qHTS for Inhibitors of Vif-A3F Interactions: qHTS | HeLa A3F-eYFP + Vif (tagged APOBEC3F with the HIV-1 protein that degrades it), YFP fluorescence increase | Potency, µM (titrated, usually from 46.1 µM), for the others: top-dose activity, negative = active | 390,000 tested, 0.2% active; further: potency means the concentration at half of the fitted maximal effect; % of control where 0% means no effect; nearly all actives have a fitted effect of over 65% in size
#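 HeLa cells stably expressing A3F-eYFP plus Vif, plated and incubated overnight at 37 deg C, then exposed to compounds overnight at 37 deg C. Blocked degradation read as raised yellow fluorescence (Ex 488/Em 500-530).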
# D2 agonist – HTS Assay for Allosteric Agonists of the Human D2 Dopamine Receptor: Primary Screen for Agonists; 340,000 tested, 0.53% active; activation, % at 2 µM; HEK293 T-REx D2 cells, calcium flux agonist mode; D(2) dopamine receptor (Homo sapiens), P14416;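 active means activation over 3 SD above normal in the single-dose calcium agonist read, cut at about 30% in these data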; further: 0% is about no effect
#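 Agonism is scored from calcium flux in a force-coupled, inducible HEK293 cell line expressing D2, read kinetically for 180 s after compound addition against dopamine controls.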
# An asterisk follows results filed as active; i = inactive; u = inconclusive; x = no result given; [ ] = dose if it differs, or a comment. Unless noted, the call rests on the fitted dose curve; in most records, active means well fitted curve in the direction sought with a large enough effect; inconclusive means small, poorly fitted or top-dose-only effect, or another doubt; inactive means no such curve, though single readings can be large; an effect the other way counts as inactive or inconclusive. This is a subset; rates above refer to the full screens.
# Sample of the layout, 8 compounds:
SMILES,D2 antag,Glioma ERSR ind,12-LOX inh,Vif-A3G inh,LDHA block,RGS4 inhibitor,ERG-DNA inh,Vif-APOBEC3F blk,D2 agonist
Clc1ccc(C2=NCCn3nc4ccccc4c32)cc1,4,-1%,-7%,-29%,-2,-6%,-7%,-8%,-0.7
O=C(NC1CCCCC1)c1ccc2c(c1)N(Cc1ccccc1F)C(=O)c1ccccc1S2,x,-3%,u,0%,-2,2%,-5%,1%,0.3
COc1ccccc1N1CCN(c2cc(C)nc3c(-c4ccc(Cl)cc4)c(C)nn23)CC1,x,-3%,-14%,-3%,-8,1%,-1%,-13%,0.5
Cc1cc(C)n(C(=O)CCCn2nc(C)c([N+](=O)[O-])c2C)n1,-4,-3%,-5%,-1%,-11,-2%,0%,-4%,-0.5
Cc1cc(N)ccc1N=Nc1c(C)n(C)n(-c2ccccc2)c1=O,16,-2%,-22%,1%,20,-46%,3%,7%,1.3
O=C(CSc1nc2c(oc3ccccc32)c(=O)n1-c1ccccc1)Nc1ccc(F)c(Cl)c1,x,-1%,-27%,-2%,-9,17%,10%,3%,-0.2
O=C(CCc1nnc(-c2ccsc2)o1)N1CCc2c(Cl)cccc2C1,-5,1%,-13%,-5%,-1,-4%,16%,-2%,-0.6
CCOc1cc(C(=O)N(Cc2nc(-c3ccc(C)cc3)no2)C(C)C)cc(OCC)c1OCC,x,0%,-19%,3%,-10,-13%,2%,0%,0.6

# Main list, previewed entries included:
SMILES,D2 antag,Glioma ERSR ind,12-LOX inh,Vif-A3G inh,LDHA block,RGS4 inhibitor,ERG-DNA inh,Vif-APOBEC3F blk,D2 agonist
Clc1ccc(C2=NCCn3nc4ccccc4c32)cc1,4,-1%,-7%,-29%,-2,-6%,-7%,-8%,-0.7
O=C(NC1CCCCC1)c1ccc2c(c1)N(Cc1ccccc1F)C(=O)c1ccccc1S2,x,-3%,u,0%,-2,2%,-5%,1%,0.3
COc1ccccc1N1CCN(c2cc(C)nc3c(-c4ccc(Cl)cc4)c(C)nn23)CC1,x,-3%,-14%,-3%,-8,1%,-1%,-13%,0.5
Cc1cc(C)n(C(=O)CCCn2nc(C)c([N+](=O)[O-])c2C)n1,-4,-3%,-5%,-1%,-11,-2%,0%,-4%,-0.5
Cc1cc(N)ccc1N=Nc1c(C)n(C)n(-c2ccccc2)c1=O,16,-2%,-22%,1%,20,-46%,3%,7%,1.3
O=C(CSc1nc2c(oc3ccccc32)c(=O)n1-c1ccccc1)Nc1ccc(F)c(Cl)c1,x,-1%,-27%,-2%,-9,17%,10%,3%,-0.2
O=C(CCc1nnc(-c2ccsc2)o1)N1CCc2c(Cl)cccc2C1,-5,1%,-13%,-5%,-1,-4%,16%,-2%,-0.6
CCOc1cc(C(=O)N(Cc2nc(-c3ccc(C)cc3)no2)C(C)C)cc(OCC)c1OCC,x,0%,-19%,3%,-10,-13%,2%,0%,0.6
COc1cccc(CNC(=O)Cc2ccc(OC)c(S(=O)(=O)N3CCOCC3)c2)c1,-18,-5%,11%,2%,-5,16%,0%,4%,-0.5
CCOC(=O)c1cc(C(C)(C)C)n(CCCN2CCOCC2)c1C,-2,-2%,0%,5%,0,5%,-2%,-3%,0.8
Cc1nn(-c2ccccc2C(F)(F)F)c(=O)c2noc(C)c12,0,-1%,-7%,3%,0,2%,-11%,8%,-0.2
COc1cc(-c2nnc(SCCOc3ccc(Cl)cc3C)o2)cc(OC)c1OC,x,-2%,-5%,1%,-13,7%,0%,-3%,-1.6
COc1ccc(C2=Nc3ccccc3C2(O)CCN2C(=O)c3ccccc3C2=O)cc1 (configuration not stated),x,1%,0%,3%,-1,18%,-10%,2%,x
Cc1cc(S(=O)(=O)Nc2ccc(C(=O)NCC(c3ccco3)N3CCCC3)cc2)ccc1F (configuration not stated),3,-6%,x,-1%,-1,-32%,-6%,0%,0.6
COc1ccc(CNCc2cccc(Cl)c2)cc1,-10,0%,-20%,-5%,-15,-18%,4%,-8%,0.0
Cc1nn(-c2ccccc2)c(C)c1/C=N/NC(=O)CSc1nc2ccccc2c(=O)n1-c1ccccc1,0,-3%,14%,1%,-6,-2%,4%,6%,1.4
COc1ccc(C2Nc3ccccc3C(=O)N2NS(C)(=O)=O)cc1 (configuration not stated),0,7%,-15%,2%,7,-44%,-9%,-11%,0.4
Cc1ccccc1CSc1ccc(-c2cccs2)nn1,x,-1%,-1%,-1%,-3,25%,4%,2%,0.7
COc1ccc(NC(=O)CSc2cc(C)nc3c(-c4ccccc4)cnn23)cc1,4,-4%,120%[activator],-2%,-7,3%,11%,4%,1.2
Cc1nn2cnc3sc4c(c3c2nc1=O)CCCC4,3,-4%,i,-4%,-2,8%,1%,6%,0.6
O=C(Nc1nnc(SCC(=O)N2CCOCC2)s1)c1ccccc1Cl,-2,-2%,-1%,-2%,-5,-6%,14%,-8%,-1.7
O=C(c1ccc2ccccc2c1)C1CCCN(C(=O)CCn2cnnn2)C1 (configuration not stated),0,0%,-3%,-6%,-5,11%,-6%,16%,0.8
CCn1c(CNc2ccc(OC)cc2)nnc1SCC(=O)c1ccc(OC)cc1,0,-4%,11%,1%,-1,29%,4%,4%,-2.4
Cc1ccc(NS(=O)(=O)c2ccc(NC(=O)N3CCCC3)cc2)cc1C,x,-3%,1%,2%,-2,-26%,0%,1%,0.2
Cc1ccc(C(=O)OCC(=O)NC2CC2)cc1S(=O)(=O)N1CCOCC1,-11,-3%,-2%,0%,4,-1%,-6%,1%,0.1
# Continued.
SMILES,D2 antag,Glioma ERSR ind,12-LOX inh,Vif-A3G inh,LDHA block,RGS4 inhibitor,ERG-DNA inh,Vif-APOBEC3F blk,D2 agonist
CCOC(=O)Cn1c(-c2ccccc2)nc2ccccc2c1=O,-3,5%,-19%,1%,-4,4%,-3%,-4%,0.1
COC(=O)c1ccc(NC(=O)CN(Cc2ccccc2)S(=O)(=O)c2ccc(C)cc2)cc1,x,-3%,-20%,4%,-5,0%,0%,-2%,2.9
O=C(NCC1CCCN1S(=O)(=O)c1ccccc1)c1cccc(Cl)c1 (configuration not stated),-5,-4%,-13%,0%,-2,13%,0%,-2%,-0.4
COc1ccc(Cn2nnnc2C(c2cccnc2)N2CCN(c3ccc(O)cc3)CC2)cc1 (configuration not stated),3,-1%,u,-2%,27,2%,x,-3%,-0.7
COc1ccc(S(=O)(=O)N2CCN(C(=O)c3ccco3)CC2)c(C)c1C,4,-3%,-2%,-2%,-7,-13%,0%,-4%,0.0
CC(C)c1ccc(NC(=O)C(c2ccccc2)N(C)C(=O)CCc2c[nH]c3ccccc23)cc1 (configuration not stated),x,1%,-23%,1%,2,1%,9%,-10%,x
COc1ccccc1NC(=O)c1ccc2c(c1)N(CC(=O)NC(C)(C)C)C(=O)C(C)(C)O2,-7,-2%,0%,1%,-1,-5%,1%,-2%,0.3
COc1cccc2sc(N(CCCN(C)C)C(=O)c3sc4ccccc4c3Cl)nc12,23,-6%,u,0%,-3,4%,3%,-21%,0.3
Cc1ccc(-c2nc(CN3CCCCC3CCN3CCCC3=O)c(C)o2)o1 (configuration not stated),x,-1%,10%,-4%,-11,17%,3%,-1%,x
COc1ccccc1NC(=O)CS(=O)(=O)c1cn(CC(=O)N2CCOCC2)c2ccccc12,-9,-3%,0%,0%,0,16%,-11%,7%,0.5
O=C(O)CSc1ncn[nH]1,-14,-3%,u,0%,-9,-2%,0%,-12%,0.3
Cc1c(Cl)cccc1NC(=O)c1ccc(NC(=O)N2CCSc3ncccc32)cc1,x,-2%,u,-3%,-1,-7%,-21%,-1%,0.3
CCOc1ccc(S(=O)(=O)N(C)c2ccc(OCC(=O)NCC3CCCO3)cc2)cc1 (configuration not stated),4,6%,-2%,0%,-6,9%,8%,-16%,2.0
CN(C)S(=O)(=O)c1ccc(C(=O)NCc2nc3ccccc3s2)cc1,18,3%,-10%,-5%,-2,-21%,7%,-5%,1.1
COC(=O)c1ccc(NC(=O)C23CC4CC(C2)CC(n2cnc(Cl)n2)(C4)C3)cc1,6,0%,-23%,2%,-7,u,-2%,x,-0.1
COc1ccccc1N1CCN(C(=O)c2cc(C(=O)N3CCN(c4ccccc4OC)CC3)cc([N+](=O)[O-])c2)CC1,-26,0%,-3%,1%,-7,22%,3%,-3%,0.2
Cc1cccc([C@@H]2C[C@H]3CN(Cc4cccc(Cl)c4)C(=O)[C@]34CCCN24)n1,0,-4%,-13%,-15%,-3,-5%,9%,-11%,0.7
CCN(Cc1ccccc1)S(=O)(=O)c1ccc(N2CCCCS2(=O)=O)cc1,x,-3%,-30%,4%,-3,10%,-3%,3%,-0.9

# Bioassay records (PubChem)
